Assay outcomes: PubChem BioAssay, several laboratories
FBA Mtb inh = Mtb FBA enzyme inhibitors, primary screen, biochemical, fluorescence, strain H37Rv; Fructose-bisphosphate aldolase (Mycobacterium tuberculosis (strain ATCC 25618 / H37Rv)), …; purified M. tuberculosis FBA, fluorescence read-out; inhibition, % at 1 µM; 2.3% of 360,000 active; AID 588726, 2011; in the data active means inhibition above about 27%;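 further: 0% = vehicle and 100% = reference inhibitor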
Target sequence (P9WQA3 whole entry, looked up): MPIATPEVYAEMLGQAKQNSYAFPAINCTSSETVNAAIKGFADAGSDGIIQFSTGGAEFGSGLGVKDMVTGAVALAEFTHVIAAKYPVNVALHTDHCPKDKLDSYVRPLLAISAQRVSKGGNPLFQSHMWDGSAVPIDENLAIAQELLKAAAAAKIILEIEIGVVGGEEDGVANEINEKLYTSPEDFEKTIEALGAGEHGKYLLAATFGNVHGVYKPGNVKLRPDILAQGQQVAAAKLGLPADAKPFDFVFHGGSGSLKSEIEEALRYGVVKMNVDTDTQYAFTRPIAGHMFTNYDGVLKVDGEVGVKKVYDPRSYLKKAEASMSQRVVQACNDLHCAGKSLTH
MazF activator = activators of E. coli MazEF toxin-antitoxin RNase, primary screen, biochemical, fluorescence, uHTS | FAM/BHQ RNA-DNA oligo cleavage fluorescence, 5 h | activation, % at 20 µM | 0.32% of 350,000 active; in the data active means activation above about 50%
BoNT-F LC inh = BoNT/F light chain protease inhibitors, primary screen, biochemical, flow cytometry, MLPCN library; 0.22% of 360,000 active; Multiplex microsphere protease cleavage assay; Botulinum neurotoxin type F light chain protease (Clostridium botulinum); AID 588497, 2011; inhibition, % at 10 µM; in the data active means inhibition above about 35%, passing the limit was not always enough; inconclusive means no clear call, values can overlap the other calls; further: plate controls were buffer without enzyme for full effect and enzyme alone for no effect
Rv3671c inh = Rv3671c serine protease inhibitors, primary screen, biochemical, fluorescence polarization, M. tuberculosis H37Rv | AID 2606, 2010 | inhibition, % at 5.96 µM | 0.048% of 320,000 active | P9WHR9; in the data active means inhibition above about 38%;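 further: extracellular domain of Rv3671c used as enzyme; 0% = enzyme with DMSO and 100% = no enzyme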
GDH-TPI counter = GDH-TPI coupling enzyme inhibitors, primary screen, artefact control for M. tuberculosis FBA inhibitor project, biochemical, absorbance, full deck | GDH-TPI coupled enzyme counterscreen, NADH absorbance | inhibition, % at 4.8 µM | 1.2% of 360,000 active | AID 588335, 2011;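 further: 0% = DMSO wells and 100% = wells lacking the enzyme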
Mtb UGM inh = M. tuberculosis UGM enzyme inhibitors, primary screen, biochemical, fluorescence polarization, single point; purified UGM, fluorescence polarization probe displacement; inhibition, % at 10 µM; 0.06% of 320,000 active; AID 504406, 2011; in the data active means inhibition above about 10%, passing the limit was not always enough; inconclusive means no clear call, values can overlap the other calls
Target sequence (P9WIQ1 whole entry, looked up): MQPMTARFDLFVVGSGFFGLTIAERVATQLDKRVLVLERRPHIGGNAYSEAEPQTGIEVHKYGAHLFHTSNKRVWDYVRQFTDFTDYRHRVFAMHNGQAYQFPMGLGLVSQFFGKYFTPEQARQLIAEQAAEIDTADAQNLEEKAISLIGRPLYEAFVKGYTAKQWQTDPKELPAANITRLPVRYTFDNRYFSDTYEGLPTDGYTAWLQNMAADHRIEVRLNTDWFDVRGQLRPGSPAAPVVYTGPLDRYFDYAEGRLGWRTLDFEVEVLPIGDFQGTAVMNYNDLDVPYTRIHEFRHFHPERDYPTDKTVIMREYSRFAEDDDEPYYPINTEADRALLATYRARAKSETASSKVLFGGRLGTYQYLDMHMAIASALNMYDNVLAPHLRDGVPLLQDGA
DUSP3 inh = VHR1 phosphatase inhibitors, primary screen, biochemical, absorbance, uHTS. recombinant VHR phosphatase, pNPP absorbance. inhibition, % at 13.3 µM. 0.52% of 290,000 active. AID 1654, 2009; in the data active means inhibition above about 50%; further: some compounds called inactive have numbers as strong as hits
CCHFV vOTU inh = CCHFV vOTU protease inhibitors, primary screen, biochemical, Pep-AMC substrate, fluorescence; inhibition, % at 11.5 µM; 0.55% of 370,000 active; AID 651958, 2012; further: 0% = vehicle wells with enzyme and 100% = no enzyme wells
BioA inh = M. tuberculosis BioA enzyme inhibitors, primary screen, biochemical, plate reader, single point, HTS; 7,8-diaminopelargonic acid synthase BioA (Mycobacterium tuberculosis); purified M. tuberculosis BioA enzyme; inhibition, % at 9.99 µM; 0.096% of 360,000 active; in the data active means inhibition above about 40%; inconclusive means no clear call, values can overlap the other calls
FadD28 FP inh = inhibitors of FadD28 bisubstrate probe binding, primary screen, biochemical, fluorescence polarization, single point. 0.22% of 360,000 active. inhibition, % at 12.5 µM. Mycobacterium tuberculosis FadD28 fatty-acid-AMP ligase; in the data active means inhibition above about 8.5%, passing the limit was not always enough; inconclusive means no clear call, values can overlap the other calls
* marks the source's active call; other numbers are inactive results; ? = inconclusive; nt = no result given. Unless noted, no stated cut-off is given here; in the data, active means inhibition above about 30%; inactive means the rest.

1) O=C(C1CCN(S(=O)(=O)c2cccc3cccnc23)CC1)N1CCN(c2ccc(Cl)cc2)CC1
2) CCOc1ccc(CCNC(=O)Nc2cccc(OC)c2)cc1OCC
3) Cn1nc(C(C)(C)C)cc1C(=O)NN1CCOCC1
4) CC1(C)Cc2c(cnn2-c2ccccc2)C(=O)/C1=N\NC(=O)c1ccccc1N
5) O=C1CCc2cc(S(=O)(=O)NC(Cc3ccccc3)C(=O)NCC3CCCO3)ccc2N1 (stereo not drawn)
6) CC(C)NC(=O)c1cc2cc([N+](=O)[O-])ccc2s1
7) Cc1nn2c([nH]c(=O)c3ccccc32)c1C=O
8) CC(C)CNC(=O)COC(=O)c1ccc(Cl)c(S(=O)(=O)N2CCc3ccccc32)c1
9) CCN1C(=O)C2(SC(NC(C)=O)=NN2C(C)=O)c2cc(C)cc(C)c21 (stereo not drawn)
10) CCC(=O)Nc1ccc(C(=O)NNC(=O)Cc2ccccc2)cc1

screen / no.	1	2	3	4	5	6	7	8	9	10
FBA Mtb inh	2.1	-0.2	4.2	1.8	3.9	-0.1	4.6	5.3	2.5	-4.8
MazF activator	11.2	3.9	-5.2	-13.1	14.7	1.7	-0.1	20.9	5.7	4.8
BoNT-F LC inh	-4.1	-5.0	-10.8	-3.0	4.4	11.4	5.2	-1.2	-13.2	-2.6
Rv3671c inh	-5.8	-12.4	8.2	-5.6	2.7	3.6	-4.6	-6.7	-21.4	-0.9
GDH-TPI counter	5.3	0.0	5.2	18.3	-2.4	16.6	9.6	1.9	2.2	4.0
Mtb UGM inh	0.4	-3.4	0.2	0.2	1.5	-2.8	1.9	-0.8	-0.5	-0.3
DUSP3 inh	-3.7	5.9	-1.6	1.6	31.5	31.9	20.8	3.5	5.7	7.4
CCHFV vOTU inh	0.9	-2.9	-0.6	-16.6	-6.2	17.0	nt	9.1	-9.4	3.9
BioA inh	-0.5	1.8	-0.2	nt	-0.1	-2.0	nt	-0.2	-0.8	nt
FadD28 FP inh	-0.8	-1.7	-1.0	0.1	-2.2	-0.8	-5.0	2.1	-3.3	-2.7

11) O=C(N/C(=C/c1cccs1)C(=O)N1CCCCCC1)c1ccccc1
12) CCN1CCN(C(c2cccs2)C(C)NC(=O)C(C)C)CC1 (stereo not drawn)
13) Cc1ccccc1C(=O)Nc1cccc(N)c1
14) O=C(CN1CCCC1c1cccs1)N1CCN(S(=O)(=O)c2cccc(F)c2)CC1 (stereo not drawn)
15) Cc1ccc(C)c(CNS(=O)(=O)c2c(C(=O)N3CCCC3)c(C)n(C)c2C)c1
16) O=C1CCC(C(=O)NCc2cccnc2)N1 (stereo not drawn)
17) O=C1CN(C(=O)c2cc3ccccc3o2)c2ccccc2N1
18) O=C(/C=C/c1ccccc1[N+](=O)[O-])NCC1CCCO1 (stereo not drawn)
19) COCCNC(=S)N/N=C/c1ccccc1C(=O)O
20) CCOC(=O)N1CCN(C(=O)Nc2ccccc2)CC1

screen / no.	11	12	13	14	15	16	17	18	19	20
FBA Mtb inh	-0.1	3.8	5.3	3.2	1.1	0.9	-0.1	-0.9	3.6	-0.9
MazF activator	12.5	8.7	2.4	-9.9	7.4	-2.8	-1.6	-1.6	7.1	8.6
BoNT-F LC inh	0.9	2.3	-9.5	2.9	-2.4	1.0	6.3	1.0	0.8	-3.3
Rv3671c inh	4.7	4.5	1.0	-7.0	3.7	-2.1	-0.8	17.4	0.9	7.8
GDH-TPI counter	9.4	8.1	-9.8	9.6	8.6	6.2	4.0	12.8	20.5	-3.7
Mtb UGM inh	2.8	1.4	2.5	nt	-1.7	-1.0	nt	0.1	0.3	0.7
DUSP3 inh	16.1	-16.0	23.9	nt	-12.2	0.0	31.5	10.5	19.4	-9.6
CCHFV vOTU inh	2.6	-0.8	1.6	17.6	-10.9	11.9	3.4	12.4	17.1	4.5
BioA inh	-1.0	-2.0	-1.7	-0.5	-1.6	-0.7	-0.8	nt	-1.9	nt
FadD28 FP inh	-2.3	-0.4	-1.9	0.7	-1.0	0.6	-4.3	-2.5	0.3	-1.9

21) COc1cc(CCC(=O)OCc2ccccc2C#N)cc(OC)c1OC
22) CCOC(=O)C1CCN(C2CC(=O)N(c3cccc(Cl)c3)C2=O)CC1 (stereo not drawn)
23) CCOCCCNC(=S)Nc1ccc2nc(N3CCCC3)cc(C)c2c1
24) N#Cc1cnn(-c2ccccc2)c1N
25) O=S(=O)(CCN1C=CC(C(F)(F)F)=NCC1)c1ccc(F)cc1
26) O=C(/C=C/c1ccccc1)c1ccc2ccccc2c1
27) COc1ccccc1/C=C/CN1CCC(n2nccc2NC(=O)CCc2ccccc2)CC1
28) O=[N+]([O-])c1ccc(N/N=C/c2c[nH]c3ccccc23)cc1

screen / no.	21	22	23	24	25	26	27	28
FBA Mtb inh	-0.9	0.8	17.1	-1.9	-2.6	-0.2	0.9	-20.4
MazF activator	11.8	-8.1	12.1	0.7	4.4	-7.3	-8.7	13.9
BoNT-F LC inh	-5.7	-7.7	0.4	4.5	?	-6.4	0.3	-21.0
Rv3671c inh	-5.7	-2.4	-1.0	-0.4	4.8	nt	-7.2	-0.1
GDH-TPI counter	0.4	2.5	8.7	9.2	14.2	13.6	-7.0	-4.4
Mtb UGM inh	0.6	5.2	-1.5	-1.2	1.5	nt	1.0	-4.6
DUSP3 inh	15.3	26.3	10.5	11.9	27.2	nt	-2.2	17.8
CCHFV vOTU inh	8.0	3.9	-39.7	8.2	-10.4	16.1	-6.1	3.6
BioA inh	-0.9	0.7	1.5	-1.5	0.9	-0.4	-1.4	-1.1
FadD28 FP inh	0.6	1.6	0.4	-4.1	-3.1	-5.2	-6.3	-1.5

Filtered by structure: those above containing nitrogen in an aromatic ring
1) O=C(C1CCN(S(=O)(=O)c2cccc3cccnc23)CC1)N1CCN(c2ccc(Cl)cc2)CC1
3) Cn1nc(C(C)(C)C)cc1C(=O)NN1CCOCC1
4) CC1(C)Cc2c(cnn2-c2ccccc2)C(=O)/C1=N\NC(=O)c1ccccc1N
7) Cc1nn2c([nH]c(=O)c3ccccc32)c1C=O
15) Cc1ccc(C)c(CNS(=O)(=O)c2c(C(=O)N3CCCC3)c(C)n(C)c2C)c1
16) O=C1CCC(C(=O)NCc2cccnc2)N1 (stereo not drawn)
23) CCOCCCNC(=S)Nc1ccc2nc(N3CCCC3)cc(C)c2c1
24) N#Cc1cnn(-c2ccccc2)c1N
27) COc1ccccc1/C=C/CN1CCC(n2nccc2NC(=O)CCc2ccccc2)CC1
28) O=[N+]([O-])c1ccc(N/N=C/c2c[nH]c3ccccc23)cc1

screen / no.	1	3	4	7	15	16	23	24	27	28
FBA Mtb inh	2.1	4.2	1.8	4.6	1.1	0.9	17.1	-1.9	0.9	-20.4
MazF activator	11.2	-5.2	-13.1	-0.1	7.4	-2.8	12.1	0.7	-8.7	13.9
BoNT-F LC inh	-4.1	-10.8	-3.0	5.2	-2.4	1.0	0.4	4.5	0.3	-21.0
Rv3671c inh	-5.8	8.2	-5.6	-4.6	3.7	-2.1	-1.0	-0.4	-7.2	-0.1
GDH-TPI counter	5.3	5.2	18.3	9.6	8.6	6.2	8.7	9.2	-7.0	-4.4
Mtb UGM inh	0.4	0.2	0.2	1.9	-1.7	-1.0	-1.5	-1.2	1.0	-4.6
DUSP3 inh	-3.7	-1.6	1.6	20.8	-12.2	0.0	10.5	11.9	-2.2	17.8
CCHFV vOTU inh	0.9	-0.6	-16.6	nt	-10.9	11.9	-39.7	8.2	-6.1	3.6
BioA inh	-0.5	-0.2	nt	nt	-1.6	-0.7	1.5	-1.5	-1.4	-1.1
FadD28 FP inh	-0.8	-1.0	0.1	-5.0	-1.0	0.6	0.4	-4.1	-6.3	-1.5
